High-throughput results (PubChem BioAssay)
CBFb RUNX1 block = blocks binding between human CBF-beta and RUNX1; Q01196+Q13951; AlphaScreen CBFb-His/RUNX1-biotin binding, biochemical; Potency, µM (highest dose often 59.8 µM), for the others: at the highest dose activity, negative = inhibition, actives largely listed as inhibitors; 230,000 tested, under 10 active; also: % of control where 0% means no effect
Target sequence (Q01196 whole entry, looked up): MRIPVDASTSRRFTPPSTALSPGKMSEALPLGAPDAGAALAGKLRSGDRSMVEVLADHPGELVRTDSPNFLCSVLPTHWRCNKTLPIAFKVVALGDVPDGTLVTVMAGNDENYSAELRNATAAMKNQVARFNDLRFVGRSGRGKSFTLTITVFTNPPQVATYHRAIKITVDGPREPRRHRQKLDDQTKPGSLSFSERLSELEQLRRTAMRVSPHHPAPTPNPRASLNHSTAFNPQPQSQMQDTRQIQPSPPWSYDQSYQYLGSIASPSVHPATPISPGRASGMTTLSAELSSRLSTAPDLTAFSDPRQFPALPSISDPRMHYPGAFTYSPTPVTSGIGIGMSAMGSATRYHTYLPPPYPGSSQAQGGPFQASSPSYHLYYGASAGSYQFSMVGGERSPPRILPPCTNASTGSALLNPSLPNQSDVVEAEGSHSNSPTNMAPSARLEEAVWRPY
Target sequence (Q13951 whole entry, looked up): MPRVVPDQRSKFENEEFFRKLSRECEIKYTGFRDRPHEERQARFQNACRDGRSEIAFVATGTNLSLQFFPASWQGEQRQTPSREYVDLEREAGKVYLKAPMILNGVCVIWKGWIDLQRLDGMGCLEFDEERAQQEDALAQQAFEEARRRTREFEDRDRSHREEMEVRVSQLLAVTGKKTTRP
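AlphaScreen proximity signal reports loss of binding between His-tagged CBF-beta and biotin-labelled RUNX1, each at 30 nM. Proteins are pre-associated for 20 minutes, compounds added for 15 minutes, then beads for 90 minutes, all at ambient temperature.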
GLA spleen mod = inhibitors or activators of human alpha-galactosidase in spleen homogenate; Potency, µM (series often up to 80 µM), without a hit: at the highest dose activity change, negative = inhibition, actives largely listed as inhibitors; human spleen homogenate, 4MU-alpha-Gal fluorescence, 40 min; 0.008% of 240,000 active; AID 2107;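 also: potency is read from the fitted curve at half-maximal effect; 0% = enzyme with vehicle and -100% = no enzyme basal signal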
Target sequence (P06280 32-429 limits assumed): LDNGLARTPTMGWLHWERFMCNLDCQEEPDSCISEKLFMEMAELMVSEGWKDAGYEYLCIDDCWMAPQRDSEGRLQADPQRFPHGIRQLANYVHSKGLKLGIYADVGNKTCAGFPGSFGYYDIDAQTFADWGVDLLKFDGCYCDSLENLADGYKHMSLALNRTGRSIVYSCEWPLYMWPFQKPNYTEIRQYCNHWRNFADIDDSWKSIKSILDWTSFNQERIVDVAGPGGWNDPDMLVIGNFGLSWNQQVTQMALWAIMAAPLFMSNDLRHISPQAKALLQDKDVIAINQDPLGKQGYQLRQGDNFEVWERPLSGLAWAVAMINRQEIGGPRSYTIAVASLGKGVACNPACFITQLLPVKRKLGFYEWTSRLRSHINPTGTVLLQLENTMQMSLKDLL
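Human spleen homogenate (1 ug) was the enzyme source, with 4-methylumbelliferyl-alpha-D-galactopyranoside (1 mM final) in pH 5.0 citrate buffer with 0.01% Tween-20. Compounds were titrated; after 40 min at 37C, NaOH/glycine stop, 4-MU fluorescence read; AC50 from Hill fits.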
Starred values were filed as active, the others as inactive; ? = inconclusive; & = joins results of further samples. Calls follow the shape of the dose curve; as a rule, active = well fitted curve in the direction sought with a large enough effect; inconclusive = small, poorly fitted or top-dose-only effect, or another doubt; inactive = no such curve, though single readings can be large; an effect the other way counts as inactive or inconclusive. A portion of the library; the hit share may differ from the screen's.

canonical_smiles	CBFb RUNX1 block	GLA spleen mod
O=c1oc(-c2ccc(C(F)(F)F)cc2)nn1Cc1cc(Cl)ccc1O	6%	-14%
CC12CCC=CC1C(c1ccc(C(F)(F)F)cc1)N(Cc1ccccc1)C2=O (stereo unspecified)	13%	-1%
CC[C@H](C)[C@H](NC(=O)[C@H](Cc1ccc(O)cc1)NC(=O)[C@H](Cc1cnc[nH]1)NC(=O)[C@H](CCCNC(=N)N)NC(=O)[C@H](CC(C)C)NC(=O)[C@H](C)NC(=O)[C@H](CO)NC(=O)[C@H](Cc1ccc(O)cc1)NC(=O)[C@H](Cc1ccc(O)cc1)NC(=O)[C@H](CCCNC(=N)N)NC(=O)[C@H](C)NC(=O)[C@H](CCSC)NC(=O)[C@H](CC(=O)O)NC(=O)[C@H](CCC(=O)O)NC(=O)[C@H](C)NC(=O)[C@@H]1CCCN1C(=O)[C@H](C)NC(=O)[C@H](CC(=O)O)NC(=O)[C@H](CCC(=O)O)NC(=O)CNC(=O)[C@@H]1CCCN1C(=O)[C@H](CC(N)=O)NC(=O)[C@H](CC(=O)O)NC(=O)[C@@H]1CCCN1C(=O)[C@H](CCCCN)NC(=O)[C@H](CO)NC(=O)[C@@H]1CCCN1C(=O)[C@@H](N)Cc1ccc(O)cc1)C(=O)N[C@@H](CC(N)=O)C(=O)N[C@@H](CC(C)C)C(=O)N[C@@H](CC(C)C)C(=O)N[C@H](C(=O)N[C@@H](CCCNC(=N)N)C(=O)N1CCC[C@H]1C(=O)N[C@@H](CCCNC(=N)N)C(=O)N[C@@H](Cc1ccc(O)cc1)C(N)=O)[C@@H](C)O	7%	2%
CCC(C)C(NC(=O)OC(C)(C)C)C(=O)NC1COC2CC(n3ccc(=O)[nH]c3=O)OC12 (stereo unspecified)	-14%	0%
O=C(O)C1CC=CC2CCN(C3CC3)C(=O)C21 (stereo unspecified)	15%	-10%
CCC/C=C1/CCCOC(C(=O)NCCN2CCOCC2)(C(F)(F)F)C1 (stereo unspecified)	6%	8%
COc1ccc(C2/C=C\CN(C(=O)C3CCCCC3)C(C)C(=O)N2Cc2ccc(F)cc2)cc1 (stereo unspecified)	0%	8%
CSCC[C@@H]1NC(=O)[C@@H](NC(=O)[C@H](CCCNC(=N)N)NC(=O)[C@H](CC(C)C)NC(=O)[C@H](CCSC)NC(=O)[C@H](CC(=O)O)NC(=O)[C@H](Cc2ccccc2)NC(=O)[C@@H](N)CC(=O)O)CSSC[C@@H](C(=O)N[C@@H](Cc2c[nH]c3ccccc23)C(=O)N[C@@H](CCC(N)=O)C(=O)N[C@@H](Cc2ccc(O)cc2)C(=O)O)NC(=O)[C@@H]2CCCN2C(=O)[C@H](CCCNC(=N)N)NC(=O)[C@H](Cc2ccccc2)NC(=O)[C@H](C(C)C)NC(=O)[C@H](CCCNC(=N)N)NC(=O)CNC(=O)[C@H](CC(C)C)NC1=O	7%	9%
O=C(NCCNCCO)C1(C(F)(F)F)CC(CCc2ccccc2)CCCO1 (stereo unspecified)	6%	-10%
CCOc1ccc(C[C@H]2NC(=O)CCSSC[C@@H](C(=O)N3CCC[C@H]3C(=O)N[C@@H](CCCN)C(=O)NCC(N)=O)NC(=O)[C@H](CC(N)=O)NC(=O)[C@H]([C@@H](C)O)NC(=O)[C@H]([C@@H](C)CC)NC2=O)cc1	4%	2%
O=C(/C=C/c1ccc(/C=C/C(=O)Nc2ccc(C3=NCCN3)cc2)cc1)Nc1ccc(C2=NCCN2)cc1	?	9%
CCCCNC(=O)NS(=O)(=O)c1ccc(CO)cc1	4%	3%
CC(C)C[C@H](NC(=O)[C@H](Cc1ccccc1)NC(=O)[C@H](Cc1ccccc1)NC(=O)[C@@H](N)CO)C(=O)N[C@@H](CCCN=C(N)N)C(=O)N[C@@H](CC(N)=O)C(=O)O	16%	5%
Cc1ccc(S(=O)(=O)Nc2cccc3ccc[n+](C)c23)cc1	1%	6%
CC(=O)N[C@@H](Cc1ccc(O)cc1)C(=O)N[C@H](C(=O)N[C@@H](C)C(=O)N[C@H](C=O)CC(=O)O)C(C)C	14%	-10%
CC[C@H](C)[C@H](NC(=O)[C@H](CO)NC(=O)[C@H](CC(C)C)NC(=O)[C@@H]1CCCN1C(=O)[C@@H]1CCCN1C(=O)[C@H](CC(=O)O)NC(=O)[C@@H](N)CC(=O)O)C(=O)N[C@@H](CC(=O)O)C(=O)N[C@@H](CC(C)C)C(=O)N[C@H](C(=O)N[C@@H](Cc1ccccc1)C(=O)N[C@@H](Cc1cnc[nH]1)C(=O)N[C@@H](CC(C)C)C(=O)N[C@@H](CC(C)C)C(=O)N[C@@H](CCCNC(=N)N)C(=O)N[C@H](C(=O)N[C@@H](CC(C)C)C(=O)N[C@@H](CC(C)C)C(=O)N[C@@H](CCC(=O)O)C(=O)N[C@@H](CC(C)C)C(=O)N[C@@H](C)C(=O)N[C@@H](CCCNC(=N)N)C(=O)N[C@H](C(=O)N[C@@H](CCC(N)=O)C(=O)N[C@@H](CO)C(=O)N[C@@H](CCC(N)=O)C(=O)N[C@@H](CCCNC(=N)N)C(=O)N[C@@H](CCC(=O)O)C(=O)N[C@@H](CCCNC(=N)N)C(=O)N[C@@H](C)C(=O)N[C@@H](CCC(=O)O)C(=O)N[C@@H](CCC(N)=O)C(=O)N[C@@H](CC(N)=O)C(=O)N[C@@H](CCCNC(=N)N)C(=O)N[C@H](C(=O)N[C@H](C(=O)N[C@@H](Cc1ccccc1)C(=O)N[C@@H](CC(=O)O)C(=O)N[C@@H](CO)C(=O)N[C@H](C(N)=O)C(C)C)[C@@H](C)CC)[C@@H](C)CC)[C@@H](C)O)[C@@H](C)O)[C@@H](C)O	?	6%
COc1cccc(-c2nnc3n2N=C(c2c(OC)cccc2OC)CS3)c1OC	6%	-2%
Cc1ccc(Sc2ccccc2CN(C)C)c(N)c1	19%	9%
C[C@H]1C=CC(=O)O[C@H]1c1ccccc1	12%	4%
COC(=O)C(Cc1ccccc1)NS(=O)(=O)c1cc(Br)ccc1Br (stereo unspecified)	4%	3%
CC(C)C(=O)SCCCCCCC(=O)Nc1nc(-c2ccccc2)cs1	17%	-19%
COc1ccc(C2=Nn3c(nnc3-c3ccccc3O)SC2)cc1OC	13%	5%
O=C(O)c1ccc2c(c1)C(=O)N([C@H](Cc1ccccc1)C(=O)O)C2=O	22%	-11%
O=C(/C=C/c1ccc(O)c(O)c1)c1ccc(O[C@@H]2O[C@H](CO)[C@@H](O)[C@H](O)[C@H]2O)c(O)c1O	-13%	-8%
CC(=O)Nc1ccc(SCCN2CCN(C)CCC2=O)cc1	3%	0%

Arranged by count of non-hydrogen atoms (ascending): some entries from above
canonical_smiles	CBFb RUNX1 block	GLA spleen mod
C[C@H]1C=CC(=O)O[C@H]1c1ccccc1	12%	4%
O=C(O)C1CC=CC2CCN(C3CC3)C(=O)C21 (stereo unspecified)	15%	-10%
Cc1ccc(Sc2ccccc2CN(C)C)c(N)c1	19%	9%
CC(=O)Nc1ccc(SCCN2CCN(C)CCC2=O)cc1	3%	0%
COC(=O)C(Cc1ccccc1)NS(=O)(=O)c1cc(Br)ccc1Br (stereo unspecified)	4%	3%
O=C(NCCNCCO)C1(C(F)(F)F)CC(CCc2ccccc2)CCCO1 (stereo unspecified)	6%	-10%
CC(C)C[C@H](NC(=O)[C@H](Cc1ccccc1)NC(=O)[C@H](Cc1ccccc1)NC(=O)[C@@H](N)CO)C(=O)N[C@@H](CCCN=C(N)N)C(=O)N[C@@H](CC(N)=O)C(=O)O	16%	5%
CC[C@H](C)[C@H](NC(=O)[C@H](CO)NC(=O)[C@H](CC(C)C)NC(=O)[C@@H]1CCCN1C(=O)[C@@H]1CCCN1C(=O)[C@H](CC(=O)O)NC(=O)[C@@H](N)CC(=O)O)C(=O)N[C@@H](CC(=O)O)C(=O)N[C@@H](CC(C)C)C(=O)N[C@H](C(=O)N[C@@H](Cc1ccccc1)C(=O)N[C@@H](Cc1cnc[nH]1)C(=O)N[C@@H](CC(C)C)C(=O)N[C@@H](CC(C)C)C(=O)N[C@@H](CCCNC(=N)N)C(=O)N[C@H](C(=O)N[C@@H](CC(C)C)C(=O)N[C@@H](CC(C)C)C(=O)N[C@@H](CCC(=O)O)C(=O)N[C@@H](CC(C)C)C(=O)N[C@@H](C)C(=O)N[C@@H](CCCNC(=N)N)C(=O)N[C@H](C(=O)N[C@@H](CCC(N)=O)C(=O)N[C@@H](CO)C(=O)N[C@@H](CCC(N)=O)C(=O)N[C@@H](CCCNC(=N)N)C(=O)N[C@@H](CCC(=O)O)C(=O)N[C@@H](CCCNC(=N)N)C(=O)N[C@@H](C)C(=O)N[C@@H](CCC(=O)O)C(=O)N[C@@H](CCC(N)=O)C(=O)N[C@@H](CC(N)=O)C(=O)N[C@@H](CCCNC(=N)N)C(=O)N[C@H](C(=O)N[C@H](C(=O)N[C@@H](Cc1ccccc1)C(=O)N[C@@H](CC(=O)O)C(=O)N[C@@H](CO)C(=O)N[C@H](C(N)=O)C(C)C)[C@@H](C)CC)[C@@H](C)CC)[C@@H](C)O)[C@@H](C)O)[C@@H](C)O	?	6%

Structures above that contain an aryl thioether with sulfur outside any ring (two):
canonical_smiles	CBFb RUNX1 block	GLA spleen mod
Cc1ccc(Sc2ccccc2CN(C)C)c(N)c1	19%	9%
CC(=O)Nc1ccc(SCCN2CCN(C)CCC2=O)cc1	3%	0%

Further results
canonical_smiles	CBFb RUNX1 block	GLA spleen mod
CCCCCC/C=C/c1ccc(C2C3C=CCC(C)C3C(=O)N2Cc2ccccc2)c(F)c1 (stereo unspecified)	6%	1%
CSCC[C@H](NC(=O)[C@H](CC(C)C)NC(=O)[C@H](CO)NC(=O)[C@H](CCC(=O)O)NC(=O)[C@H](CC(C)C)NC(=O)[C@H](Cc1ccc(O)cc1)NC(=O)[C@H](CCCCN)NC(=O)[C@H](CCCCN)NC(=O)[C@H](C)NC(=O)[C@H](CO)NC(=O)[C@H](CC(C)C)NC(=O)[C@H](CCC(N)=O)NC(=O)CNC(=O)[C@H](CC(C)C)NC(=O)[C@H](CC(C)C)NC(=O)[C@H](CCCCN)NC(=O)[C@H](CO)NC(=O)[C@H](Cc1ccccc1)NC(=O)[C@H](CC(=O)O)NC(=O)[C@H](CO)NC(=O)[C@@H](NC(=O)[C@H](Cc1ccccc1)NC(=O)[C@@H](NC(=O)CNC(=O)[C@H](CC(=O)O)NC(=O)[C@H](C)NC(=O)[C@@H](N)Cc1cnc[nH]1)C(C)C)[C@@H](C)O)C(N)=O	10%	5%
COC(=O)C(CCSC)NS(=O)(=O)c1ccccc1Br (stereo unspecified)	8%	3%
CC1CC=CC2C1C(=O)N(Cc1ccccc1)C2c1ccc(-c2ccoc2)cc1F (stereo unspecified)	-1%	6%
C[C@@H]1C(=O)O[C@@H]1[C@@H](C)CO[Si](c1ccccc1)(c1ccccc1)C(C)(C)C	6%	-4%
COc1cc2c(c(OC)c1OC)-c1ccc(OC)c(=O)cc1[C@@H](NC=O)CC2	-2%	-1%
Cc1noc(C)c1-c1ccc2ncnc(NC(C)c3ccccc3)c2c1 (stereo unspecified)	-5%	20%
COc1ccc(SCC(CC(C)C)N2CCN(C)CCC2=O)cc1 (stereo unspecified)	-6%	3%
COc1ccc(-c2nnc3n2N=C(c2ccccc2OC)CS3)c(OC)c1	9%	15%
COc1ccc(C2CC(c3ccccc3)Oc3cc(C)cc(C)c32)cc1 (stereo unspecified)	?	5%&-5%
CSCC[C@H](NC(=O)[C@@H]1CCCN1C(=O)CNC(=O)[C@H](CCCCN)NC(=O)[C@H](Cc1cnc[nH]1)NC(=O)[C@H](CO)NC(=O)[C@H](CC(C)C)NC(=O)[C@H](CCCN=C(N)N)NC(=O)[C@@H]1CCCN1C(=O)[C@H](CCCN=C(N)N)NC(=O)[C@@H]1CCC(=O)N1)C(=O)N1CCC[C@H]1C(=O)N[C@@H](Cc1ccccc1)C(=O)O	27%	-2%
CC[C@H](C)[C@H](NC(=O)[C@@H](N)CCC(=O)O)C(=O)N[C@@H](CC(C)C)C(=O)N[C@@H](CC(=O)O)C(=O)N[C@H](C(=O)N1CCC[C@H]1C(=O)N[C@@H](CO)C(=O)N[C@H](C(=O)O)[C@@H](C)O)C(C)C	6%	-4%
COc1ccc(C2/C=C\CN(CC(C)C)C(C)C(=O)N2Cc2ccc(F)cc2)cc1 (stereo unspecified)	20%	-7%
CCC/C=C1\CCCOC(C(=O)NCc2ccc(C)o2)(C(F)(F)F)C1 (stereo unspecified)	19%	-21%
CCOC(=O)CN(C)C(=O)C1CC(CO[Si](C)(C)C(C)(C)C)=CN1C(=O)OC(C)(C)C (stereo unspecified)	15%	6%
CC(C)(C)OC(=O)NCCCCCO	?	-1%
CC=C1COC(C(=O)NCCOCCO)(C(F)(F)F)C=C1C=C(C)C (stereo unspecified)	7%	9%
CCCCCCCCCCCCCC/C(C(=O)O)=C(\C)C(=O)O	29%	-30%
CCC1(c2ccc(OC)cc2)NC(=O)N(C)C1=O (stereo unspecified)	15%	9%
CCC(C)c1cc([N+](=O)[O-])cc([N+](=O)[O-])c1OC(=O)OC(C)C (stereo unspecified)	?	-2%
